# pCIP destab – compounds decreasing mouse p/CIP protein stability; F442A p/CIP-EGFP cells, EGFP fluorescence, 16 h; decrease of EGFP signal, % at 10 µM; 290,000 compounds, 0.01% hits; AID 1984;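 active = EGFP signal decrease of at least 30% at 10 µM or well 3 SD below plate mean, unless failing retest; inactive = the rest, including hits failing retest or dose response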; also: some compounds called inactive have numbers as strong as hits; many of its hits are not listed in these tables
# Target sequence (Q05BA5 1-1403): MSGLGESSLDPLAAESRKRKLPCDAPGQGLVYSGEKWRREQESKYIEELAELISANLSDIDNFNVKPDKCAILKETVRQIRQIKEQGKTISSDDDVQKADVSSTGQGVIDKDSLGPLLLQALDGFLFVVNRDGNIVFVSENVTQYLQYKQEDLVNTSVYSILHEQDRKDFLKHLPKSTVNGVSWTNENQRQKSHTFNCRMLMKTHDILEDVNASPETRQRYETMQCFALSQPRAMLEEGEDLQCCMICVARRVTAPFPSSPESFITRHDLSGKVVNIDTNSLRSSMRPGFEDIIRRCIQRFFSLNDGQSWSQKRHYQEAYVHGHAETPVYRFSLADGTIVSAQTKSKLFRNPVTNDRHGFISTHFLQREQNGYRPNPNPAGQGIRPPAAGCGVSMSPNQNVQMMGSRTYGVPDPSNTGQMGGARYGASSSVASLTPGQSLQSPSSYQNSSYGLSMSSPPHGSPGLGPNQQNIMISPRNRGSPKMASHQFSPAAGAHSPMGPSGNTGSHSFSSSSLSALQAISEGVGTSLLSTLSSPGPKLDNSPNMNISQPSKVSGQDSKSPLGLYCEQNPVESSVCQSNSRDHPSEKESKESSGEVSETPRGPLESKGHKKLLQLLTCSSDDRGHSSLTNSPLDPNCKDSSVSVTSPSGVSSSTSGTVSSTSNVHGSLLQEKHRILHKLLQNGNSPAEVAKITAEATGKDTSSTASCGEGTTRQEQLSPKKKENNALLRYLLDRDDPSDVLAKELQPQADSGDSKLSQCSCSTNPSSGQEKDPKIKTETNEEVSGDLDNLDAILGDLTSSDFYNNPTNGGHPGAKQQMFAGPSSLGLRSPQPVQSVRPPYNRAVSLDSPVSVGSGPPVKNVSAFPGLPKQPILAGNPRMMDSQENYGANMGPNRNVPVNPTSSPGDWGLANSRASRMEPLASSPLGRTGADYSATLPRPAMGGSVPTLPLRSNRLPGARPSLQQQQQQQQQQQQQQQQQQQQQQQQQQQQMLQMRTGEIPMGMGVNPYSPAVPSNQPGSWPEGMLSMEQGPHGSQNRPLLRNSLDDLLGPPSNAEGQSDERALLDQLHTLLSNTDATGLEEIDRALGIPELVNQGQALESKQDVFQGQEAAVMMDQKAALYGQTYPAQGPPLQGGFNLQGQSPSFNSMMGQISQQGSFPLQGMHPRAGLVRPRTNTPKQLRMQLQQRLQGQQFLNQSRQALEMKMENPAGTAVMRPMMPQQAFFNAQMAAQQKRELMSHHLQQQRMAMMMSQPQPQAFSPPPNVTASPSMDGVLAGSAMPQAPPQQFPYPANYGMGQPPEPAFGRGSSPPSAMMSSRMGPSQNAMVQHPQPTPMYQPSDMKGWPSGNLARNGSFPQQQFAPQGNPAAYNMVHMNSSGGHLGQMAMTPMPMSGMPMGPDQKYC
# CRFBP-R2 block – blocks CRF-induced signaling of the CRF-BP/CRF-R2 complex. HEK293 CRF-R2/CRF-BP, CRF-induced calcium fluorescence. inhibition, % at 11.8 µM. 350,000 compounds, 0.59% hits. AID 588475;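 active = inhibition of the ligand-induced calcium signal above about 50% at the single tested concentration, limit read from the data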
# NS3 helicase inh – blocks Hepatitis C virus NS3 helicase unwinding. NS3 helicase DNA unwinding, Cy5 molecular beacon fluorescence. inhibition, % at 10.9 µM. 290,000 compounds, 0.56% hits. AID 1800;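 active = inhibition above the mean of all tested compounds plus 3 SD, set per campaign, cut at about 35% in these data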;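 also: 0% = DMSO wells and 100% = thioflavine S control wells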
#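 System: NS3 helicase fragment of HCV / Schedule: 1 h at 25 °C / Control set: DMSO alone as 0% and 110 µM thioflavine S as 100% / Reagent: Cy5/quencher beacon DNA duplex and ATP to start / Technique: Cy5 fluorescence / Replication: singlicate / Evaluation: % inhibition of end-to-start signal ratio versus controls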
# VIM-2 inh – blocks Pseudomonas aeruginosa VIM-2 metallo-beta-lactamase | AID 1527 | purified VIM-2, nitrocefin hydrolysis, epi-absorbance fluorescence | inhibition, % at 5.6 µM | 290,000 compounds, 0.89% hits;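 active = inhibition above the mean of all tested compounds plus 3 SD, cutoff set per screening run, cut at about 7.5% in these data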;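 also: red hydrolysis product quenches plate fluorescence so inhibitors raise well fluorescence; 0% = enzyme with DMSO and 100% = DMSO without enzyme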
# UBC9 SUMO inh – SUMOylation inhibition; P63279; HTRF SUMOylation assay, SAE1/SAE2 + UBC9, in vitro; inhibition, % at 35 µM; 290,000 compounds, 0.36% hits; in the data active = inhibition above about 50%, passing the limit was not always enough; also: strong numbers were not always called active
# IDE inh – cellular human IDE inhibition; P14735; HEK cells, FAbetaB cleavage, fluorescence polarization; inhibition, % at 5.59 µM; 320,000 compounds, 0.41% hits; AID 434962;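 active = percent inhibition above the average of all tested compounds plus 3 SD, set per screening campaign, cut at about 16% in these data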;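 also: IDE supplied by intact live HEK cells; FP after avidin binding of uncleaved biotin substrate so inhibition keeps polarization high; 0% = DMSO wells and 100% = 60 µM reference IDE inhibitor Ii1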
# IDE cell activ – boosts human insulin-degrading enzyme activity in HEK cells; 340,000 compounds, 0.073% hits; activation, % at 5.96 µM; P14735; FAbeta-B cleavage, fluorescence polarization; 0% vehicle, 100% cell-free pure enzyme wells;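 active = activation above the mean of all tested compounds plus 3 SD, set per screening campaign, cut at about 17% in these data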
# IMP-1 inhibitor – blocks Pseudomonas aeruginosa IMP-1 metallo-beta-lactamase; purified IMP-1, nitrocefin hydrolysis, epi-absorbance fluorescence; inhibition, % at 5.6 µM; 290,000 compounds, 0.45% hits;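 active = inhibition above the mean plus 3 SD of all compounds in the same screening run, cut at about 4.5% in these data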;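 also: 0% = IMP-1 with DMSO and 100% = DMSO wells lacking enzyme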
#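 Assay system: purified recombinant IMP-1 beta-lactamase. Input: IMP-1 0.2 nM before substrate addition. Buffer or medium: Zinc- and detergent-supplemented HEPES buffer, pH 7.1. Schedule: 25 °C, 15 min preincubation, 25 min reaction. Signal: Epi-absorbance fluorescence, 480 nm excitation, 530 nm emission. Evaluation: percent inhibition from optical density relative to buffer-blank wells.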
# GalR3 antag – blocks the human galanin receptor 3; 360,000 compounds, 0.44% hits; AID 651719; inhibition, % at 3 µM; HEK293 GalR3-CNG cAMP membrane potential fluorescence; galR3 body fused to GalR1 C-terminus;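 active = inhibition above the screen-wide average plus 3 SD, cut at about 13% in these data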;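 also: forskolin and galanin both at EC90 stimulate the cells; cAMP rise reported by CNG channel membrane potential dye signal; 0% = forskolin plus galanin with DMSO and 100% = forskolin alone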
# Starred values were filed as active, the others as inactive; nt = no result given. No enrichment for hits; about 3.2% have a hit in one of these screens.
no.	Molecule	pCIP destab	CRFBP-R2 block	NS3 helicase inh	VIM-2 inh	UBC9 SUMO inh	IDE inh	IDE cell activ	IMP-1 inhibitor	GalR3 antag
1	CCN1CCN(c2ccc(S(=O)(=O)N3CCCCC3)cc2NC(=O)Cc2ccccc2)CC1	nt	2	nt	nt	nt	1	4	nt	0
2	Cc1ccc(S(=O)(=O)N2CC(C(=O)O)=CC[C@H]2c2ccc3c(c2)OCO3)cc1	nt	-2	nt	nt	nt	0	5	nt	-8
3	COc1ccc(/C=N\NC(=O)CC(=O)Nc2cccc(Cl)c2)cc1OC	19	-2	-1	0.3	16	1	2	1.9	-5
4	Cc1ccc(S(=O)(=O)CCC(=O)NC2CCCCC2)cc1	nt	-3	nt	nt	nt	1	4	nt	-3
5	O=C(NCCCN1CCOCC1)c1cccnc1	-12	5	18	0.0	16	5	6	-0.9	-5
6	COC(=O)c1scc(C)c1N/N=C(\C)c1cc(F)c(Cl)cc1F	5	7	3	-3.1	-5	-4	3	-4.0	0
7	COc1ccc(-c2ccc(SC)nn2)cc1	11	-10	6	-1.5	28	5	-4	-1.8	-1
8	CC(CCc1ccccc1)NC(=O)C1CCN(S(=O)(=O)c2ccc(F)cc2)CC1 (stereo not drawn)	2	-8	1	-1.6	-9	0	3	-1.2	2
9	O=C(Nc1ccccc1)N(Cc1ccccc1)CC(O)C(F)(F)F (stereo not drawn)	-8	11	-1	-4.9	-4	-6	-1	-2.3	-2
10	CCn1cc(C(=O)N[C@H](C(=O)NCCN2CCOCC2)C(C)C)c(=O)c2cc3c(cc21)OCO3	1	3	10	2.5	-2	1	9	-0.2	-7
11	CCOC(=O)CN1CCS(=O)(=O)CC1	-14	12	-8	-2.5	-8	1	3	-2.3	-6
12	O=C(NCCc1ccc(F)cc1)c1ccc(S(=O)(=O)N2CCCC2)cc1	nt	-5	nt	nt	nt	-6	3	nt	-4
13	COc1nc(C)nc2c1sc1nc3c(cc12)COC(C)(C)C3	8	-10	-3	-3.2	7	6	7	-0.7	5
14	Cc1oc(-c2ccc(Cl)cc2)nc1CS(=O)CC(=O)NCCCN1CCOCC1 (stereo not drawn)	3	-3	-12	-1.6	-8	1	-2	-2.8	1
15	COc1cc(NS(=O)(=O)c2ccc(Br)s2)cc(OC)c1	-6	9	-6	-3.0	9	5	3	-1.5	-7
16	CCOC(=O)c1[nH]cnc1C(=O)N1CCC(C)CC1	nt	-1	nt	nt	nt	2	4	nt	-2
17	COC(=O)CCC(=O)N1CCCC(C(=O)c2ccc(Cl)cc2C)C1 (stereo not drawn)	-12	4	4	-2.2	16	5	1	-3.2	-7
18	O=C(CNc1ccccc1)Nc1cccc2ccccc12	5	-2	18	2.1	5	2	4	-1.7	-10
19	CCC(c1nnnn1CCOC)N(Cc1cc2cc(C)c(C)cc2[nH]c1=O)CC1CCCO1 (stereo not drawn)	6	25	-8	-1.6	29	5	2	0.1	-4
20	Cc1ccc(C(=O)Nc2ccccc2Oc2ccccc2)o1	-7	2	-5	-1.4	13	-3	-1	-1.0	-4
21	Cc1ccc(C)c(CN2CCC(CNC(=O)CCc3nnc4ccc(N5CCCCC5)nn34)CC2)c1	13	5	-1	-0.5	4	6	6	-3.4	0
22	Cc1ccc(NC(=O)N2CCCC2C(=O)NCc2ccc(Cl)cc2)cc1 (stereo not drawn)	-17	6	-1	-0.9	8	-4	4	-2.3	-10
23	CCc1ccccc1NS(=O)(=O)c1ccc2[nH]cc(C(=O)NC3CCCC3)c(=O)c2c1	8	-13	-11	-1.2	23	-8	2	0.0	-2
24	O=C(OCCN1C(=O)c2ccccc2C1=O)c1cc(=O)[nH]c2ccccc12	-3	0	-10	-2.4	21	-1	4	-2.6	1
25	CCOc1ccccc1N1CCN(C(=O)c2cc3c(s2)CCC3)CC1	1	-2	-8	-2.9	-8	4	5	-0.5	-2

# Going on with the list.
no.	Molecule	pCIP destab	CRFBP-R2 block	NS3 helicase inh	VIM-2 inh	UBC9 SUMO inh	IDE inh	IDE cell activ	IMP-1 inhibitor	GalR3 antag
26	CCCCn1c(N)c(N(CC(C)C)C(=O)CSCC(=O)Nc2ccc(OC)cc2)c(=O)[nH]c1=O	nt	12	nt	nt	nt	-1	0	nt	-3
27	O=C(Nc1nc(-c2ccccc2)cs1)c1ccc2c(c1)S(=O)(=O)c1ccccc1C2=O	0	86*	-1	-1.2	11	7	-2	-4.2	-3
28	Cc1sc2nc(CSC(C)C(=O)Nc3ccc(Cl)cn3)[nH]c(=O)c2c1C (stereo not drawn)	nt	-9	nt	nt	nt	-3	0	nt	-1
29	COc1ccc(-c2nc3ccccc3n2CCC(C)C)cc1OC	3	-10	-2	-3.4	-7	2	5	-3.1	-1
30	Cc1ccn(S(=O)(=O)c2ccc(N3CCCC3=O)cc2)n1	-3	-14	-5	1.2	6	0	0	-1.5	-11
31	Cc1ccc(N(C)S(=O)(=O)c2cccc(C(=O)NC3=NCCS3)c2)cc1	3	-10	-4	-3.9	-9	5	5	-2.2	-5
32	CCCc1[nH]nc2c1C1(CCN(C(=O)OCc3ccccc3)CC1)C(C#N)=C(N)O2	-19	-75	3	18*	21	3	-2	-2.0	4
33	CN1CCc2c(OCC(=O)N3CCC(Cc4ccccc4)CC3)cccc2C1=O	-18	-7	6	-2.8	1	-1	0	-3.0	-5
34	COC(=O)C(C(=O)Nc1nc2ccccc2s1)C1CCCC1 (stereo not drawn)	-11	-23	-5	-2.9	11	1	1	-2.1	-5
35	COc1cccc(C(=O)CC(C#N)c2ccc(F)cc2)c1 (stereo not drawn)	-6	19	-4	-3.4	4	-6	5	-2.0	nt
36	CCOc1ccc(N2CC(C(=O)Nc3ccncc3)CC2=O)cc1 (stereo not drawn)	0	-12	6	-2.0	2	8	-4	-5.0	-7
37	COC(=O)c1ccccc1NC(=O)NC1CCCCC1	-53	8	-16	-0.2	8	-7	1	-1.9	-7
38	Cc1cc(C)cc(OC(C)C(=O)NCCCn2ccnc2)c1 (stereo not drawn)	-12	-5	-6	-1.9	18	-8	2	-1.1	-5
39	Cc1cc(C)c(C#N)c(SC(F)F)n1	-2	-10	1	-1.5	0	4	8	-2.4	-3
40	Cc1ccc(-n2c(SCC(=O)Nc3ncc(Cl)cc3Cl)nc3ccccc32)cc1	-4	-34	5	-3.5	-22	5	1	-4.5	-7
41	Cc1cc(C)n(-c2nc3ccccc3c(=O)n2OCC(N)=O)n1	-7	11	8	-3.5	-3	1	0	-3.7	-4
42	O=C(NCc1cccnc1)c1cn(-c2ccccc2)nc1-c1ccccc1	8	2	0	-2.4	-13	1	3	-1.6	-7
43	CC(C)=C1Cc2ccccc2C1=O	4	11	3	-2.6	15	8	-2	-1.4	13*
44	CCC1CCCCN1C(=O)c1cc(-c2ccc(Cl)c(Cl)c2)on1 (stereo not drawn)	2	-93	-10	-0.9	-35	5	4	-2.0	7
45	CN(Cc1cccc(C(F)(F)F)c1)Cc1nc(-c2cnccn2)no1	-2	12	-5	-1.3	6	3	1	-1.6	-1
46	CCOc1ccc(NS(=O)(=O)c2ccc(N)cc2)cc1	7	-3	-1	-1.4	-3	-1	6	-4.7	-9
47	O=C(NCc1ccc(Cl)cc1)c1cccc2c1C(=O)N(CC1CCCO1)C2 (stereo not drawn)	13	-18	-6	-2.9	-2	-1	2	-6.1	nt
48	COc1ccc(Cc2nnc(NC(=O)c3ccco3)s2)cc1OC	3	9	-1	-2.3	15	2	8	-1.3	-3
49	CCOc1ccccc1N(CC(=O)NC1CCCC1)S(=O)(=O)c1ccc(C)cc1	-14	-9	3	-2.0	2	-11	3	1.2	-8
50	CCCn1c(N)c(C(=O)CSc2ncn[nH]2)c(=O)n(C)c1=O	nt	1	nt	nt	nt	-2	2	nt	1

# Compounds above that contain a furan ring, fused or not:
no.	Molecule	pCIP destab	CRFBP-R2 block	NS3 helicase inh	VIM-2 inh	UBC9 SUMO inh	IDE inh	IDE cell activ	IMP-1 inhibitor	GalR3 antag
20	Cc1ccc(C(=O)Nc2ccccc2Oc2ccccc2)o1	-7	2	-5	-1.4	13	-3	-1	-1.0	-4
48	COc1ccc(Cc2nnc(NC(=O)c3ccco3)s2)cc1OC	3	9	-1	-2.3	15	2	8	-1.3	-3

# (listing goes on)
no.	Molecule	pCIP destab	CRFBP-R2 block	NS3 helicase inh	VIM-2 inh	UBC9 SUMO inh	IDE inh	IDE cell activ	IMP-1 inhibitor	GalR3 antag
51	Cc1cnc(NC(=O)c2ccc(-c3ccc([N+](=O)[O-])cc3)o2)s1	nt	-3	nt	nt	nt	-1	1	nt	-3
52	NC(=O)Nc1ccc(Nc2ccccc2)cc1	-6	11	3	-2.2	-4	7	2	-3.0	0
53	Cc1cc(NC(=O)c2ccc(S(=O)(=O)N(C)CC3CCCO3)cc2)no1 (stereo not drawn)	-2	-1	-3	-2.5	3	-4	2	-3.3	-5
54	COC(=O)c1cc(-c2ccc(S(=O)(=O)N3CCCCC3)cc2)c(C(F)(F)F)s1	-14	-24	1	-4.3	-18	3	4	-3.4	-4
55	CCNC(=O)C12CCC(C)(C(=O)C1Br)C2(C)C (stereo not drawn)	-12	12	-6	-0.8	13	0	0	-3.4	-5
56	COc1ccnc(Oc2ccccc2)c1-c1ncn[nH]1	-8	0	-4	-2.6	11	-1	4	-3.3	6
57	Cc1nc(NC(=O)CN2CCN(c3cccc(Cl)c3)CC2)sc1C(=O)N(C)C	3	6	-1	-2.2	0	8	-5	-2.2	-10
58	Cc1sc2ncnc(SCC(=O)N3CCOCC3)c2c1C	nt	0	nt	nt	nt	3	0	nt	-6
59	Cc1cn(C2OC(COC(=O)c3ccccc3)C(O)C2Cl)c(=O)[nH]c1=O (stereo not drawn)	-1	-4	2	-1.7	12	-2	-1	-3.1	-1
60	COCCNC(=S)N1CCC(C(=O)c2ccc3c(c2)OCCO3)CC1	-1	2	6	-1.1	-7	5	-2	-2.0	-7
61	Cc1nnc(SCC(=O)Nc2cccc(C(F)(F)F)c2)[nH]c1=O	-2	10	26	-0.6	13	12	5	-3.2	-3
62	COc1ccc(Br)cc1C1NC(=O)NC(C)=C1C(=O)N(C)C (stereo not drawn)	-4	12	6	-3.7	10	-5	-4	-3.5	-5

# Exported in transposed form: 3 of the compounds above
58	Cc1sc2ncnc(SCC(=O)N3CCOCC3)c2c1C
59	Cc1cn(C2OC(COC(=O)c3ccccc3)C(O)C2Cl)c(=O)[nH]c1=O (stereo not drawn)
60	COCCNC(=S)N1CCC(C(=O)c2ccc3c(c2)OCCO3)CC1

assay / entry	58	59	60
pCIP destab	nt	-1	-1
CRFBP-R2 block	0	-4	2
NS3 helicase inh	nt	2	6
VIM-2 inh	nt	-1.7	-1.1
UBC9 SUMO inh	nt	12	-7
IDE inh	3	-2	5
IDE cell activ	0	-1	-2
IMP-1 inhibitor	nt	-3.1	-2.0
GalR3 antag	-6	-1	-7

# Screens (PubChem)
